Bioassay records deposited in PubChem by NCI.
NCI-60 one-dose screen, 48 h, at 10 µM unless noted. Numbers give growth in % (100 = growth as untreated, 0 = no growth, -100 = all killed).
CCRF-CEM – CCRF-CEM leukemia. 7% of 77,000 active. AID 1794778
MOLT-4 – MOLT-4 leukemia cells; 6.9% of 80,000 active
HOP-62 – HOP-62 NSCLC; 3.9% of 80,000 active; AID 1794735
HOP-92 – HOP-92 NSCLC cells; 6.3% of 71,000 active
M14 – M14 melanoma; 6.2% of 80,000 active
RPMI-8226 – RPMI-8226 leukemia cells. 7.5% of 77,000 active. AID 1794781
A549/ATCC – A549/ATCC NSCLC. 3.7% of 81,000 active. AID 1794740
EKVX – EKVX NSCLC | 3% of 71,000 active | AID 1794765
Numbers without * were called inactive; / = no result given; & = joins results of further samples; ! = a repeat was not active. The calls were made as follows: active = growth percent below 10; inactive = the rest.

mol,CCRF-CEM,MOLT-4,HOP-62,HOP-92,M14,RPMI-8226,A549/ATCC,EKVX
CN(C)c1ccc(C=Nc2n[nH]c(Nc3ccccc3)c2C#N)cc1,85,/,126,79,111,132,107,67
O=C1c2cccc3c(-c4ccc(-c5nc6c7ccccc7c7ccccc7c6[nH]5)cc4)ccc(c23)C(=O)N1Nc1ccccc1,89,88,96,62,/,77,86,77
C=C1CCC2C(C)(COC(=O)CC)C(OC(=O)CC)CCC2(C)C1C/C=C1/C(=O)OCC1OC(=O)CC (centres undefined),-25*,-11*,-18*,-9.7*,-77*,/,46,85
O/N=C(/C[n+]1ccccc1)c1ccc2ccccc2c1,100&101,92&101,89&98,84&82,88&93,167&103,93&92,84&67
FC(F)(F)Oc1ccc(Oc2ccc(Nc3ncnc4onc(-c5ccccc5)c34)cc2)cc1,100,93,99,106,99,108,96,105
COc1ccc2[nH]c(O)c(N=Nc3nc(-c4ccccc4)cs3)c2c1,44,42,21,-8.1*,56,59,2.5*,14
N#Cc1c(-c2cccs2)cc(-c2cnccn2)nc1SCC(=O)NNC(=S)Nc1ccc(Cl)cc1,90,90,106,103,107,103,92,97
Cc1nc(NCc2ccco2)nc(N2CCOCC2)c1Br,108,98,100,92,101,97,102,82
CCOc1ccncc1[N+](=O)[O-],109,102,99,102,106,112,97,104
O=C(NNc1ccccc1)Nc1cc(Cl)ccc1Cl,98,102,107,118,109,/,95,93
CN(C)S(=O)(=O)c1cccc(C(=O)Nc2nc(-c3ccc(F)c(F)c3)cs2)c1,40,28,99,67,61,63,60,49
CC(=O)NC(CSC/C=C(\C)CCCC(C)CCCC(C)CCCC(C)C)C(=O)O (centres undefined),103,102,108,70,99,105,106,97
CCN1CCN(C(=O)[C@]23CC[C@@H](C)[C@H](C)[C@H]2C2=CC[C@@H]4[C@@]5(C)C/C(=C/c6cccc(OC)c6OC)C(=O)C(C)(C)[C@@H]5CC[C@@]4(C)[C@]2(C)CC3)CC1,30,10,58,47,30,15,36,28
c1csc(C2=NN3C(C2)c2ccccc2OC3c2ccncc2)c1 (centres undefined),96,94,106,87,105,93,96,78
C/C(=C(/C)C1CC1CCNS(=O)(=O)c1ccc(C)cc1)c1cccc(C(F)(F)F)c1 (centres undefined),71,75,112,83,87,64,79,70
S=C(Nc1ccccc1)Nc1nnc2c3c4c(sc3ncn12)CCCC4,100,104,80,52,105,97,93,82
O=c1cc(NNC(=S)Nc2ccccc2)c2cc(Cl)ccc2[nH]1,84,100,80,92,101,102,97,90
CC1(C)OC(=O)NC1c1ccccc1 (centres undefined),104,108,100,82,106,94,101,/
CCOC(=O)c1cn2c3c(cc(C)cc3c1=O)C(=O)CC2,99,106,90,99,103,103,96,99
COc1ccc2c(c1)CCCC21C(=O)Nc2ccc(OC)cc21 (centres undefined),97,76,97,108,109,101,100,114
CN(C)CCNC(=O)Cn1c2c(c3c(O)cccc31)C(=O)c1ccccc1-2,42,102,95,71,103,74,97,107
N#C/C(=C\N1CCc2ccccc2C1)S(=O)(=O)c1ccccc1,96,96,111,97,105,107,99,123
COc1cccc(-c2nn(C)c3sc(C(=O)NCCN4CCN(c5ccccc5F)CC4)cc23)c1,1.9*,7.8*,81,15,-90*,-18*,75,/
CC1(C)[C@H]2C[C@]34CCCN3C(=O)[C@@]2(C[C@@]12Nc1ccccc1C2=O)NC4=O,105,122,104,81,102,94,96,106
CN1CCN(CCOc2ccc(-c3cnc4c(-c5ccc(C(F)(F)F)cc5)cnn4c3)cc2)CC1,-14*,-51*,37,40,-64*,1.4*,-41*,60
COc1ccc(CNc2cccc(C)c2)cc1,86,84,115,/,108,89,98,93
C=CCn1c(SC/C(=N/O)c2ccccc2)nnc1-c1cc(-c2ccc(S(N)(=O)=O)cc2)nc2ccccc12,92,80,96,102,103,94,104,89
CC1CC(=O)C2CC1C2(C)C (centres undefined),108,91,95,106,100,116,99,100
S=c1nc(-c2nc(=S)[nH]c3c2CCCCC3)c2c([nH]1)CCCCC2,104,103,95,97,100,106,104,98
Fc1ccc(-c2cs/c(=N\N=C\c3ccc(Cl)cc3)n2/N=C/c2ccc(Cl)cc2)cc1,99,83,69,112,103,100,66,95
COC(=O)[C@]12CC[C@@H](C)[C@H](C)[C@H]1[C@H]1C(=O)C[C@@H]3[C@@]4(C)CCC(=O)C(C)(C)[C@@H]4CC[C@@]3(C)[C@]1(C)CC2,54,48,92,68,74,40,71,81
CCCCOCCOCCOC(=O)COc1ccc(OC)cc1,116,110,104,99,99,114,106,108
O=c1[nH]c2ccccc2cc1COc1ccc(Nc2nccc(-c3ccc(Cl)cc3)n2)cc1,103,102,87,98,107,108,101,104
C[C@H]1[C@H]2[C@H]3CC[C@@H]4[C@@]5(C)CCCNC(C)(C)[C@@H]5CC[C@@]4(C)[C@]3(C)CC[C@@]2(C(=O)N2CCN(C)CC2)CC[C@@H]1C,/,99,106,103,104,106,104,98
CC(C)(C)OC(=O)NCCn1cc(-c2nc(-c3c[nH]c4ncccc34)cs2)c2ccccc21,83,78,90,69,100,82,95,72
COc1ccc(C(=O)Nc2ccc(-n3cnc4ccccc43)cc2)cn1,63,40,92,88,72,34,84,55
CC(=O)C1=C(C)NC(=O)NC1c1ccccc1 (centres undefined),105,/,107,/,95,122,104,97
COC(=O)C(c1ccccc1)c1ccccc1,/,95,103,/,98,100,98,/
N#C/C(C(=O)Nc1ccc(S(N)(=O)=O)cc1)=C1\C(=O)N(Cc2ccccc2)c2ccccc21,103,103,91,82,98,79,84,99
COc1cc(-c2nc(SCCC(C)C)nc(Nc3ccc(F)cc3)c2C#N)cc(OC)c1OC,91,83,18,73,91,91,28,85
COc1ccc(C(=O)/C=C/c2ccc(OCc3ccc(Cl)cc3)c(OC)c2)cc1OC,22,39,103,65,78,-2.3*,70,62
O=c1oc2ccccc2cc1-c1ccnc2[nH]c(=S)[nH]c(=O)c12,106,107,96,/,93,93,100,99
c1ccc(-c2nc3ccccc3nc2-c2ccc(Sc3ccc(-c4nc5ccccc5nc4-c4ccccc4)cc3)cc2)cc1,104,90,98,85,99,88,98,113
CCOC(=O)/C=C/c1cccc(F)c1,108,111,100,90,108,107,79,101
CNc1nnnn1Cc1ccccc1,107,94,107,/,120,111,101,102
CC(=O)Nc1ccc2nc(NC(=O)c3ccc(OC(C)=O)cc3)sc2c1,78,93,89,/,102,89,94,/
O=C(c1ccccc1)C(O)(c1ccccc1)c1ccccc1,87,95,102,91,/,93,101,95
CC(=O)c1cc(C(=O)N2c3ccccc3Sc3ccccc32)n2c(C)cccc12,103,60,93,/,83,58,88,89

Continued.
Order of results: CCRF-CEM, MOLT-4, HOP-62, HOP-92, M14, RPMI-8226, A549/ATCC, EKVX
> O=C1C=C(Nc2ccccc2)c2ccccc2C1=O
  94&66, 87&73, 123&19, 90, 107&47, 87&53, 6.9*!, 100
> CCOC(=O)c1cc(C(=O)OCC)c(C#N)c(=O)[nH]1
  /, 99, 107, 95, 96, 98, /, /
> CCOC(=O)C#Cc1c(C(=O)OCC)nnn1[C@@H]1O[C@H](COC(C)=O)[C@@H](OC(C)=O)[C@H]1OC(C)=O
  48, 80, 109, /, 92, 95, 78, 103
> NC(=O)c1cc2c(n1Cc1ccccc1)-c1nc(N)ncc1CCC2
  90, 85, 98, 71, 84, 83, 98, /
> COc1ccc2c(c1OC)CN(C)CCc1cc3c(cc1C(=O)C2)OCO3
  108, 111, 94, 102, 100, 105, 92, 98
> CCCCCCCC[Si](OCC)(OCC)OCC
  /, 96, 101, 89, 99, 99, 102, /
> COc1c(O)cc2c(c1OC)OCO2
  100, 102, 102, 122, 109, 102, 104, 104
> CCCCCCCCCCCC1=NC(CO)(CO)CO1
  /, 91, 86, 85, 101, 91, 97, /
> Cc1ccc(S(=O)(=O)OCCCCOS(=O)(=O)c2ccc(C)cc2)cc1
  96, 83, 110, /, 105, 102, 100, /
> CCCC1(/C=N/NC(N)=O)NC(=O)NC1=O (centres undefined)
  /, 108, 101, 93, 113, 103, 105, 114
> CCSc1oc(C)nc1[P+](c1ccccc1)(c1ccccc1)c1ccccc1
  38, 38, 21, 25, 33, 5.1*, 23, 26
> COc1ccc(NC(=O)c2sc3nc4c(cc3c2N)C(=O)CCC4)c(OC)c1
  100, 94, 100, /, 104, 92, 95, /
> CCCCNc1ccc(C(=O)NN)cc1
  93, 93, 84, 97, 96, 104, 94, 99
> C/C(CC1(O)C(=O)Nc2ccccc21)=N\O (centres undefined)
  100, 95, 95, 94, 98, 100, 102, 88
> CS(=O)(=O)Nc1cc(-c2ccc3ncnc(N4CCc5cc(F)c(Cl)cc54)c3c2)cnc1Cl
  17, -47*, 28, -21*, 9.6*, -9.1*, -3.2*, -23*
> CN(C)CCCN1c2ccccc2CCc2ccccc21
  98, 84, 82, /, 128, 99, 96, 107
> Nc1c2c(nc3ccc(Cl)cc13)CC(c1ccc(Cl)cc1)CC2=O (centres undefined)
  86, 100, 117, 101, 101, 93, 105, 99
> COc1ccc(-c2nn(-c3ccccc3)cc2/C=C/C(=O)c2cc3ccccc3oc2=O)cc1
  109, 111, 100, 104, 102, 108, 103, 94
> O=C(O)c1ccc(-c2nn(-c3ccc(C(F)(F)F)cc3)cc2CNc2ccc(Cl)c(C(=O)O)c2)cc1
  99, 104, 102, 120, 107, 109, 101, 98
> CSc1ccc2c(c1)N(C(=O)/C(C#N)=C/c1ccc(C#N)cc1)c1ccccc1S2
  99, 97, 102, 90, 102, 109, 106, 104

4 entries from above in another layout.
Cc1ccc(S(=O)(=O)OCCCCOS(=O)(=O)c2ccc(C)cc2)cc1
  CCRF-CEM: 96	MOLT-4: 83	HOP-62: 110	HOP-92: /	M14: 105	RPMI-8226: 102	A549/ATCC: 100	EKVX: /

CCCC1(/C=N/NC(N)=O)NC(=O)NC1=O (centres undefined)
  CCRF-CEM: /	MOLT-4: 108	HOP-62: 101	HOP-92: 93	M14: 113	RPMI-8226: 103	A549/ATCC: 105	EKVX: 114

CCSc1oc(C)nc1[P+](c1ccccc1)(c1ccccc1)c1ccccc1
  CCRF-CEM: 38	MOLT-4: 38	HOP-62: 21	HOP-92: 25	M14: 33	RPMI-8226: 5.1*	A549/ATCC: 23	EKVX: 26

COc1ccc(NC(=O)c2sc3nc4c(cc3c2N)C(=O)CCC4)c(OC)c1
  CCRF-CEM: 100	MOLT-4: 94	HOP-62: 100	HOP-92: /	M14: 104	RPMI-8226: 92	A549/ATCC: 95	EKVX: /

Next results follow.
Order of results: CCRF-CEM, MOLT-4, HOP-62, HOP-92, M14, RPMI-8226, A549/ATCC, EKVX
> Cc1ccc(Nc2nc(=O)[nH]c(N)c2N=O)cc1C
  90, 89, 98, 106, 110, 102, 92, 106
> O=C(O)c1cccc(CN2CCN(c3cc4c(cc3F)c(=O)c(C(=O)O)cn4C3CC3)CC2)c1O
  101, 105, 105, 97, 101, 103, 100, 100
> CN1CCC(NS(=O)(=O)c2ccc(NC(=O)CN(c3ccc(F)cc3)S(=O)(=O)c3ccc(Cl)cc3)cc2)CC1
  66, 64, 69, 47, 79, 62, 64, 88
> COc1ccc(/C=N/NC(=O)c2c(N)nn(C)c2Nc2ccccc2)cc1Oc1ccccc1
  94, 90, 96, 51, 101, 82, 89, 88
> COc1c(NC=O)c2c(c([N+](=O)[O-])c1OC)C(=O)OC2
  3.5*!, 115&68, 104&99, 93&103, 100&104, 97&78, 101&96, 86&110
> Cn1c(=O)c2[nH]c(C3CC=CCC3)nc2n(C)c1=O (centres undefined)
  104, 123, 91, 70, 111, 101, 106, 113
> Cc1cc(CSc2ccccc2C(=O)N2CCN(CC(=O)Nc3ccccc3Cl)CC2)no1
  /, 97, 90, 93, 102, 96, 93, 85
> COc1ccc(Nc2[nH]n3c(=O)cc(-c4ccccc4)nc3c2C(N)=O)c(OC)c1
  105, 96, 93, 74, 106, 107, 102, 102
> [O-]c1on[n+]2c1CCCC2
  110, 93, 104, 95, 108, 109, 104, 108
> Cc1ccc(Nc2nc(NCCO)c3ccccc3n2)cc1C
  8.3*, 24, 20, 90, 24, 20, 14, /
> CC(C)Cc1ccc(C(C)C(=O)NCCc2c[nH]c3ccccc23)cc1 (centres undefined)
  36, 70, 108, 100, 101, 88, 94, 100
> NS(=O)(=O)c1ccc(Cl)c(Cl)c1
  95, 117, 87, 74, 101, 98, 95, 96
> Clc1ccc(C=Nc2ccc(Cl)cc2)cc1
  108, 100, 98, 104, 98, 106, 99, 97
> Clc1cc2cc(-c3nc4ccccc4[nH]3)c(Cl)nc2cc1Cl
  87, 72, 92, 72, 102, 92, 97, 95
> O=C(O)c1cccc(C(=O)O)c1C(=O)O
  93, 100, 104, 127, 104, 109, 102, 100
> Nc1ccc(-c2nnc(SCc3ccc(O)c4ncccc34)n2-c2ccccc2)cc1
  21, 29, 17, -21*, 15, 12, 14, 30
> C#Cc1nc(C2=C(C)/C(=N/OCc3ccccc3)CC2)cs1
  -30*, 61, 56, -79*, 75, -44*, 84, 19
> CCc1ncc(C[n+]2csc(CCO)c2C)c(N)n1
  83, 80, 121, 83, 93, 79, 96, 103
